DAGLB inhibitor – blocks human DAGLB lipase activity; HEK293T DAGLB membrane lysate, EnzChek fluorogenic substrate; inhibition, % at 5.17 µM; hit rate 0.059% among 340,000; AID 504411; in the data active = inhibition above about 34%;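 also: 0% = enzyme with vehicle and 100% = wells lacking enzyme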
CAL PDZ FP-1 – blocks peptide binding to human CAL PDZ domain | Q9HD26 | hit rate 0.02% among 330,000 | AID 504414 | purified CAL PDZ, TMR-peptide fluorescence polarization, 1 h | inhibition, % at 20 µM;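 active = highest replicate inhibition of at least 40%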;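 also: plate controls were DMSO neutral control wells for no effect and unlabeled competitor peptide control wells for full effect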
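material = purified tagged CAL PDZ domain construct (CerCALP) | buffer or medium = sodium phosphate/NaCl buffer pH 7.4 with TCEP, IgG, Thesit | reagent = TMR-labelled reporter peptide T*-PRC34 bound in PDZ groove | incubation = 1 h room-temperature incubation prior to read | measured by = fluorescence polarization (mP) | evaluation = percent inhibition from loss of millipolarization | control set = unlabelled peptide and DMSO controls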
RTF Ca sens inh – cardiac RTF calcium desensitization | P19429+P45379 | IANBD-labeled cardiac RTF, Ca2+ fluorescence | inhibition, % at 7.15 µM | hit rate 0.12% among 340,000 | AID 493244;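 active = inhibition above the mean inhibition of all tested compounds plus 3 SD, cut at about 17% in these data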;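 also: assay run at fixed EC70 calcium of 1.6 mM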
Keap1-Nrf2 PPI – disrupts human Keap1 binding to Nrf2 peptide. AID 504523. hit rate 0.15% among 340,000. inhibition, % at 9.4 µM. Keap1 Kelch-Nrf2 peptide fluorescence polarization, 1536-well; in the data active = inhibition above about 12%;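 also: human Keap1 Kelch domain with fluorescein labeled Nrf2 9mer peptide probe; 0% = neutral control wells and 100% = peptide positive control; higher means more block of Keap1 binding to Nrf2 peptide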
Target sequence (Q14145 whole entry, looked up, the tested form may be a part): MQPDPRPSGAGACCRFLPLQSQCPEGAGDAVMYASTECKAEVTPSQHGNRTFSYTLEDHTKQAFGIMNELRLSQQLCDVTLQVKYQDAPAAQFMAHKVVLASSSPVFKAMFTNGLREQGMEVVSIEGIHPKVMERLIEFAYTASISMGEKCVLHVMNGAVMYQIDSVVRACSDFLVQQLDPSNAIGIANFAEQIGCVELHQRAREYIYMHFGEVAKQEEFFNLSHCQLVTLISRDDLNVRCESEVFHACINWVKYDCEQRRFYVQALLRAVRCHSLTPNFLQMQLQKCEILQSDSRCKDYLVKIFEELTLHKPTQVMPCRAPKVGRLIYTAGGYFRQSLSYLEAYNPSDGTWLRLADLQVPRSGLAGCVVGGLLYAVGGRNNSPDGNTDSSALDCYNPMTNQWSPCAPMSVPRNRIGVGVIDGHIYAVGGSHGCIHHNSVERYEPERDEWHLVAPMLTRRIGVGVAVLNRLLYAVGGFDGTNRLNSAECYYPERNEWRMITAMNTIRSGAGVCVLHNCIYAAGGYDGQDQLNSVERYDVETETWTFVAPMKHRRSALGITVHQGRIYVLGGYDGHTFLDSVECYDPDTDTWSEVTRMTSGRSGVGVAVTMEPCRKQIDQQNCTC
SR-BI uptake up – SR-BI HDL lipid transfer activation; AID 504775; CHO ldlA[mSR-BI] cells, DiI-HDL uptake fluorescence, 3 h; 100 = double the neutral-control signal; activation, % at 12.5 µM; hit rate 0.096% among 320,000;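 active = mean replicate activation of at least 60% and every replicate at or above 60%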;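 also: 0% = median plate neutral-control signal and 100% = twice that signal; values of inactives mirror those of a sister screen read the other way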
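Material: SR-BI-overexpressing, LDLR-lacking CHO cells | Dosing: Single compound concentration, delivered by pin transfer | Probe or stimulus: Labelled HDL, 10 µg/mL | Signal: Bottom-read cell fluorescence after medium removal, ex 550/em 595 nm | Schedule: 3 h, 37 °C | Evaluation: HDL uptake via cellular fluorescence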
CAL PDZ FP-2 – CAL PDZ (human) peptide binding inhibition; purified CAL PDZ, TMR-peptide fluorescence polarization, 1 h; inhibition, % at 24.9 µM; hit rate 0.92% among 300,000; AID 602252;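 active = mean inhibition of at least 30% with at least half of replicates also reaching 30%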;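 also: 0% = DMSO neutral control and 100% = excess unlabeled competitor peptide PRC23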
cardiac RTF act – increases calcium sensitivity of human cardiac regulated thin filaments. hit rate 0.24% among 340,000. IANBD-labeled TnC RTF fluorescence at EC20 calcium; 0% EC20 calcium, 100% full calcium. P19429+P45379. activation, % at 7.2 µM. AID 493008;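 active = activation above the mean over all tested compounds plus 3 SD, cut at about 30% in these data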;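 also: rise in fluorescence read as greater calcium sensitivity of cardiac thin filaments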
Rtt109 HAT inh – inhibitors of Candida albicans Rtt109/Vps75 histone acetyltransferase. hit rate 0.16% among 330,000. inhibition, % at 34.9 µM. purified Rtt109/Vps75, ThioGlo CoA-SH fluorescence, 4 h. Q5AAJ8;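 active = inhibition of at least 50% in every replicate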
PKA-R2B act – activators of human PKA-R2B complex; activation, % at 11.4 µM; hit rate 0.079% among 340,000; P22694+P31323; PKA-R2B holoenzyme dissociation, Cy5-IP20 fluorescence polarization; R2B truncated from residue 108, S112A mutant; 0% DMSO only, 100% 113 µM cGMP;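 active = activation above a cutoff set at the mean over all compounds plus 3 SD, cut at about 18% in these data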;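 also: higher means more holoenzyme dissociation and a rise in polarization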
LANA DNA inh – KSHV C-LANA DNA binding inhibition. MBP-C-LANA/FAM-LBS DNA binding, fluorescence polarization. inhibition, % at 9 µM. hit rate 0.078% among 340,000. AID 504423;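 active = highest replicate inhibition at or above 60% at 9 µM, even if other replicates fall short; inactive = all replicates below 60% inhibition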;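 also: 0% = neutral control wells and 100% = 4 µM acridine orange control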
Numbers without * were called inactive; · = not tested or not shown.

SMILES | DAGLB inhibitor | CAL PDZ FP-1 | RTF Ca sens inh | Keap1-Nrf2 PPI | SR-BI uptake up | CAL PDZ FP-2 | cardiac RTF act | Rtt109 HAT inh | PKA-R2B act | LANA DNA inh
O=C(Cn1cncn1)N1CCN(c2ccc(F)cc2)CC1 | 1 | 0.4 | -2 | -2 | 21 | -5 | 5 | -8 | -5 | 1.3
Cc1ccc(C(=O)NNC2=Nc3cccc4cccc2c34)cc1 | -1 | 0.5 | -6 | -4 | -22 | 9 | -6 | -1 | 10 | -0.1
COc1ccccc1NC(=O)Nc1ccc(N2CCOCC2)cc1 | 3 | 0.1 | -1 | 0 | -6 | · | 2 | 2 | -10 | 0.3
O=C(N/N=C/c1ccc(Sc2nc3ccccc3s2)c([N+](=O)[O-])c1)c1ccccn1 | 2 | 0.4 | -5 | 3 | -36 | -5 | 4 | 3 | -1 | 6.1
CC(=O)NC(c1ccc(C)cc1)c1cc([N+](=O)[O-])c2cccnc2c1O (stereo not given) | 22 | -1.7 | -42 | 5 | 17 | -1 | -2 | 0 | -4 | 1.1
CCCCN1C(=O)N(c2ccccc2Cl)C(C)(O)CC1(C)C (stereo not given) | -6 | 0.4 | -13 | -3 | -15 | -4 | 4 | · | -5 | 1.3
COc1cccc(/C=C/C(=O)c2cccc([N+](=O)[O-])c2)c1OC | 5 | 0.4 | 3 | -4 | -20 | 4 | 10 | -3 | -10 | 0.9
Cn1cc([N+](=O)[O-])c(C(=O)Nc2ccn(Cc3c(F)c(F)cc(F)c3F)n2)n1 | 2 | -2.5 | -10 | -4 | 5 | · | 3 | 8 | -3 | -2.0
O=C(O)/C=C/c1ccc(S(=O)(=O)NCc2cccnc2)cc1 | 1 | -0.3 | 3 | 3 | 19 | 7 | 2 | -12 | -4 | -0.3
C=CCn1c(-c2ccc(OC)cc2)nc2ccccc21 | 1 | -0.8 | 5 | 0 | -6 | -4 | -3 | 4 | 1 | 2.3
CC(CCc1ccccc1)NC(=O)CCC(=O)N1CCC(C(=O)O)CC1 (stereo not given) | -2 | · | 2 | -3 | 3 | -6 | 2 | 3 | 0 | 1.1
CS(=O)(=O)N1CCC(CO)(Cc2ccccc2C(F)(F)F)CC1 | -3 | -0.9 | -3 | 4 | -8 | -2 | 5 | -2 | -5 | 1.3
CC(=NCCc1c(C)[nH]c2ccc(OC(F)(F)F)cc12)C1=C(O)CC(c2ccccc2)CC1=O (stereo not given) | -2 | -1.4 | -3 | 3 | -32 | -2 | 0 | -3 | 2 | 1.4
O=C(O)/C=C/c1ccc(Oc2ncccn2)cc1 | 1 | 0.0 | -6 | -2 | 0 | 4 | -7 | 11 | 5 | -0.3
O=C(c1ccco1)N1CCN(C(=O)c2nn3cccnc3c2Cl)CC1 | -4 | -1.3 | -31 | 2 | 20 | -4 | 5 | 3 | 9 | -1.7
CCc1cc2c(N[C@@H](C)C(=O)O)ncnc2s1 | 3 | · | -3 | 1 | -11 | 0 | -4 | -2 | -1 | -0.3
O=C(COc1ccc(Cl)cc1)Nc1ccc(CN2CCOCC2)cc1 | -1 | -0.4 | -2 | -2 | -20 | 0 | -1 | 31 | -7 | -2.1
Cc1nn(Cc2ccc(F)cc2)c2sc(C(=O)Nc3ccccc3N3CCOCC3)cc12 | -2 | -1.4 | 12 | 7 | -30 | -4 | -1 | -2 | 4 | 2.0
CN1CCC(N(C)C(=S)NCCc2ccccc2)CC1 | 0 | -0.7 | -6 | -1 | 54 | 3 | 1 | 2 | -5 | -0.2
NS(=O)(=O)c1ccc(CCNCC#Cc2ccccc2)cc1 | 1 | -2.5 | -12 | -1 | -5 | -3 | 0 | 3 | -8 | 2.2
COC(=O)c1sccc1NC(=S)Nc1cc(C)ccc1OC | -7 | -1.2 | -5 | 3 | · | -3 | -5 | 6 | 3 | -0.3
CC(O)CCc1nc2ccc(C(=O)O)cc2[nH]1 (stereo not given) | 0 | -0.1 | -8 | 4 | -10 | -2 | -5 | 2 | -1 | 0.6
COCC(=O)OCC(=O)Nc1cc(C)c(C)cc1[N+](=O)[O-] | -2 | -2.9 | -8 | -4 | 22 | -4 | -3 | 50* | -13 | -1.9
CCCC(=O)Nc1ccc(C(=O)COC(=O)c2c(C)noc2C)cc1 | 0 | -3.6 | 7 | 0 | -1 | -3 | -6 | 8 | -3 | -0.2
O=C(CC12CC3CC(CC(C3)C1)C2)Nc1c(F)cccc1F | -5 | 0.3 | -1 | -2 | -2 | -2 | -1 | 3 | -4 | -2.6
CC(C)(C)OC(=O)N1CCCC(C(=O)Nc2ccc(C(=O)N3CCCC3)cc2)C1 (stereo not given) | -3 | 0.3 | 5 | -2 | 9 | -2 | 1 | -2 | -11 | 0.9
CCC1(CC)C(C#N)C(=O)NC(=O)C1C#N (stereo not given) | 0 | 1.3 | -2 | -3 | 21 | 0 | 0 | 5 | 6 | 0.3
O=C(Nc1cnn(Cc2ccc(Cl)cc2Cl)c1)c1cc(-c2cccs2)on1 | -4 | -1.5 | -9 | -2 | -23 | · | 11 | -15 | -8 | -0.2
CCN1C(=O)[C@H]2[C@@H](c3ccc(-c4ccc(C(C)=O)cc4)cc3)N[C@@](Cc3ccccc3)(C(=O)OC)[C@H]2C1=O | 0 | -6.1 | -24 | 2 | -22 | -15 | 5 | 4 | 4 | -4.0
Cc1cc(C)cc(NC(=O)CSCc2cc(=O)n3ccsc3n2)c1 | 1 | -1.4 | -3 | -2 | 4 | -4 | -1 | 15 | 1 | 0.1
Cc1ccccc1CSCC(=O)Nc1ccccc1F | -7 | -0.1 | -9 | -1 | -9 | -3 | 0 | 0 | 0 | -0.3
Cc1ccc(NC(=O)CN2CCN(C(=O)C3CCCO3)CC2)c(C)c1 (stereo not given) | 0 | -2.2 | -10 | 0 | -1 | -4 | -1 | -6 | 4 | 1.6
C/C(=C\C(=O)c1ccccc1)Nc1ccc(Cl)c(Br)c1 | -1 | -1.5 | -8 | 0 | 7 | -4 | -3 | -6 | 2 | -0.3
COc1ccc(OCC(=O)Nc2nc3ccc(NC(C)=O)cc3s2)cc1 | 1 | -0.8 | -2 | 2 | -42 | · | -2 | -5 | 4 | 1.2
COc1cccc(CN(C)C(=O)c2cccc(S(=O)(=O)N3CCN(c4ccccc4)CC3)c2)c1OC | 1 | -1.8 | -4 | 0 | -48 | -3 | -7 | 15 | 7 | -1.3
O=C(N1CCOCC1)N1CCOCC1 | 0 | -0.7 | -2 | -3 | 6 | 2 | 1 | -5 | 4 | 0.1
CCN(c1ccccc1)S(=O)(=O)c1cccc(C(=O)N2CCN(S(=O)(=O)c3ccccc3)CC2)c1 | 1 | -1.3 | -8 | 2 | 8 | 28 | -4 | 10 | -8 | -0.8
O=C(O[C@@H]1OC2COC(=O)c3cc(O)c(O)c(O)c3-c3c(cc(O)c(O)c3O)C(=O)O[C@@H]([C@H]1O)[C@@H]2O)c1cc(O)c(O)c(O)c1 | -1 | 1.4 | 130* | · | -32 | -1 | -60 | -13 | 3 | 121*
CC(=O)NCCC(=O)Nc1cc(S(=O)(=O)N2CCCCC2)ccc1N1CCCCC1 | 1 | -1.1 | 2 | -4 | 7 | · | -1 | -1 | 3 | 0.3
CCOCCCN(C(=O)c1snc(C(N)=O)c1N)C(C(=O)NC1CCCC1)c1ccc(O)cc1 (stereo not given) | -1 | -3.8 | 3 | -6 | -14 | -3 | 12 | -9 | -6 | -0.7
CCCn1c(N)c(N(CCOC)C(=O)COC(=O)c2ccccc2NCCO)c(=O)[nH]c1=O | 1 | -2.0 | -10 | 0 | -9 | -5 | -1 | -145 | 14 | -0.2
O=C(Nc1nncs1)c1cc(S(=O)(=O)N2CCCCC2)ccc1Cl | 3 | -2.1 | -11 | -5 | 21 | 0 | -6 | 3 | -5 | -0.3
Cc1cccc(C)c1NC(=S)Nc1ccccc1C(=O)NCc1ccco1 | 0 | 0.5 | -1 | -5 | 5 | 3 | 2 | 0 | -9 | -0.9
COc1ccccc1C(=O)Nc1ccc2c(c1)n(C)c(=O)n2C | 1 | -0.6 | -1 | -2 | -13 | -3 | 1 | -2 | -8 | -0.9
Cc1cc2nnc(SCC(=O)N3CCOCC3)n2c2ccccc12 | 0 | -1.2 | -25 | -4 | 28 | · | 1 | -4 | 5 | -0.6
S=c1nc(-c2cccc(Cl)c2)[nH][nH]1 | -1 | -0.7 | -12 | -4 | 2 | 0 | 1 | -15 | -17 | 0.6

From PubChem BioAssay

An unsorted share of the library; about 1.6% have a hit in one of these screens.
